GPR151 activ: activators of human GPR151, primary screen, cell-based, PathHunter beta-arrestin, luminescence; AID 1508602, 2020; PathHunter beta-arrestin GPR151 cells; activation, % at 11.2 µM; G-protein coupled receptor 151 (Homo sapiens), Q8TDV0; hit rate 1% among 650,000; in the data active = activation above about 4.9%;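 also: 0% = median of compound wells and 100% = cells with positive control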
Target sequence (Q8TDV0 whole entry, looked up): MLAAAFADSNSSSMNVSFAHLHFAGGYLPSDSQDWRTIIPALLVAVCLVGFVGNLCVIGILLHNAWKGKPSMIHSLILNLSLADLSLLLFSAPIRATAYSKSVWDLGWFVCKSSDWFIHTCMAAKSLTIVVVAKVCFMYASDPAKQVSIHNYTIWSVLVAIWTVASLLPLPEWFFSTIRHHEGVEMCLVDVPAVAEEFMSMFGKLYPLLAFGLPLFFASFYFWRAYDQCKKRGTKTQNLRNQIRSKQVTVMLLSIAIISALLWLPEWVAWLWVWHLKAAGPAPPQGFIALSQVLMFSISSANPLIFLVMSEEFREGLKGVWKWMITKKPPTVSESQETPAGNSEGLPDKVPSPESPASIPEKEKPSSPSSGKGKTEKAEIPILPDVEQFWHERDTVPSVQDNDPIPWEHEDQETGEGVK
MITF primary: MITF inhibitors, primary screen, biochemical, AlphaScreen, human. Microphthalmia-associated transcription factor (Homo sapiens), O75030. AlphaScreen MITF homodimerization, bead proximity signal. inhibition, % at 2.6 µM. hit rate 0.91% among 650,000. AID 1259374, 2018; in the data active = inhibition above about 50%;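 also: 0% = vehicle wells with protein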
TEAD-YAP inh: TEAD-YAP interaction inhibition, primary screen, TEAD-YAP interaction inhibitor project, luminescence, HEK-TIYL cells | TEAD-Gal4/YAP UAS-luciferase luminescence | inhibition, % at 9.12 µM | hit rate 1.4% among 640,000; in the data active = inhibition above about 32%;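 also: 0% = median of test compound wells and 100% = reference inhibitor wells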
FBW7 activator: FBW7 E3 ligase activators, primary screen, biochemical, AlphaScreen, human | hit rate 0.13% among 650,000 | normalized activity (activation), % at 26.1 µM | AID 1259310, 2017 | AlphaScreen FBW7–phospho-cyclin E peptide binding, activator screen | F-box/WD repeat-containing protein 7 (Homo sapiens), Q969H0; in the data active = normalized activity above about 1.9%;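 also: purified mutant Fbw7 with reduced substrate affinity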
Target sequence (Q969H0 whole entry, looked up): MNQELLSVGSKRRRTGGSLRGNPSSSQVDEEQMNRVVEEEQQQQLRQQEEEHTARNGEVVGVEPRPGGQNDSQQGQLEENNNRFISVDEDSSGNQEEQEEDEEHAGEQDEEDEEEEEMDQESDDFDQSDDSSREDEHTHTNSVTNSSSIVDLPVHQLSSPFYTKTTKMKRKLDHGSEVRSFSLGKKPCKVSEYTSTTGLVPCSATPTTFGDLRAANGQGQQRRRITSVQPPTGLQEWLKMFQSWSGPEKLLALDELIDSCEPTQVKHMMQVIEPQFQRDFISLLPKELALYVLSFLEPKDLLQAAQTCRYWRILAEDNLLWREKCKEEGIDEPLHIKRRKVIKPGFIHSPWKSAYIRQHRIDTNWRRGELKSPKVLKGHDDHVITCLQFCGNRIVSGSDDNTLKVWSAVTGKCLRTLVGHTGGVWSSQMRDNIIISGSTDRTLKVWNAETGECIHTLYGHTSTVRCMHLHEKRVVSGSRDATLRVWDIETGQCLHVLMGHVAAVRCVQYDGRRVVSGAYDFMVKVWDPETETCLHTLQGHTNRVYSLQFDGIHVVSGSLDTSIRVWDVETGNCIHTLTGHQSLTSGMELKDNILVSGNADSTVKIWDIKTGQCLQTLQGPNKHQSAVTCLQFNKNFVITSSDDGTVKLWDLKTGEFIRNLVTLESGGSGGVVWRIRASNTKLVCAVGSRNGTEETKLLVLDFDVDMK
Starred values were filed as active, the others as inactive.

SMILES	GPR151 activ	MITF primary	TEAD-YAP inh	FBW7 activator
COc1cc(C2NC(=O)NC(C)=C2C(=O)OCc2ccc3c(c2)OCO3)ccc1OCc1ccccc1 (centres undefined)	-0.6	-6	-16	-0.4
CCn1c(C)nc2cc(S(=O)(=O)Nc3ccc(C)cc3)ccc21	-0.1	1	8	0.1
CCOC(=O)C1=C(C)N(CCOC)C(=O)/C1=C\c1cccs1	-0.7	4	4	-0.9
CCOC(=O)C1(C)C(Br)=C(O)C(=O)N1c1ccccc1 (centres undefined)	-1.3	9	11	0.1
O=C(NCc1ccccc1)c1csc(Nc2ncccn2)n1	1.0	9	6	0.2
CCCN1CCN(C(=O)c2nn(-c3ccccc3OC)c(=O)c3ccccc23)CC1	-0.6	0	12	0.0
CCOC(=O)c1ccc(-n2c(C)c(C)n3c4c(=O)n(C)c(=O)n(C)c4nc23)cc1	-0.4	-5	-5	-0.1
CN(C)c1cccc(Nc2nc(NCc3ccccc3)c3ncn(-c4ccsc4)c3n2)c1	-0.1	12	-1	1.2
O=C1N/C(=C/c2cccc(Br)c2)C(=O)N1c1cccc(Cl)c1	0.8	4	-11	0.1
C/C(N)=C(/C#N)C(=O)CSc1n[nH]c(COc2ccc(Cl)c(C)c2)n1	-1.3	-11	-2	-0.2
COc1ccc(CC(=O)N2CCNC(=O)C2C)cc1C (centres undefined)	1.0	12	-5	-0.2
COc1ccc(NC(=S)Nc2ncccc2C)cc1OC	-1.3	7	-49	-0.2
O=C1OC(c2cccc(F)c2)=N/C1=C\c1ccccc1Br	-0.3	17	6	0.1
COc1ccc(-c2ccc(C)c(NC(=O)c3cccc(OC)c3OC)c2)nn1	1.1	5	8	-0.1
COCCn1c(-c2cccc([N+](=O)[O-])c2)csc1=Nc1ccccc1	0.3	19	2	-0.1
CC(C)(C)CC(=O)NCc1ccccn1	-0.8	2	-7	-0.2
O=C1CC(NCCc2ccc(Cl)cc2)C(=O)N1c1ccc(-c2nc3ccccc3o2)cc1 (centres undefined)	-1.6	19	-39	0.0
CC(=O)c1ccc2c(c1)C1C=CCC1C(c1cccc(Cl)c1Cl)N2 (centres undefined)	1.5	-3	30	0.0
CC1=CC(C(C#N)C#N)C=C(c2ccccc2)O1 (centres undefined)	0.6	-2	6	-0.1
Cc1cc(-c2cnc(N3CCOCC3)nc2C2CCCN(C(=O)c3ccccn3)C2)on1 (centres undefined)	-0.3	0	-2	-0.2
Cn1c(=O)c2c(nc3n2CC(=O)N3c2ccccc2F)n(C)c1=O	-1.3	-9	3	-0.4
O=C(Cc1ccc([N+](=O)[O-])cc1)NCCO	-1.4	6	-3	0.6
Cn1ccc(CC(=O)N2CCC(N3CCC(C(=O)N4CCCC4)CC3)CC2)c1	-0.4	-10	-1	0.0
N#Cc1ccc(OCC(=O)Nc2ccc(S(=O)(=O)NC3=NCCCCC3)cc2)cc1	0.7	6	2	0.0
CC(NC(=O)COc1ccccc1)C(=O)O (centres undefined)	-0.2	-5	2	-0.1
CCCCNC(=O)CCn1nc(-c2ccc(Cl)cc2)ccc1=O	-0.9	-4	-4	0.0
COc1ccc(C2CC(c3ccc(Br)cc3)=NN2C(=O)CSc2nnc(CNC(=O)c3ccco3)n2C)cc1 (centres undefined)	4.0	0	8	0.0
O=C(CSc1c[nH]c2ccccc12)Nc1ccc(Cl)cc1	-0.9	7	-7	0.2
CC(C)(C)C1=CC(c2ccccc2)(c2ccccc2)C(=O)N1	-0.8	6	-4	-0.1
Cc1cc(C)n2c(SCc3ccc([N+](=O)[O-])cc3)nnc2n1	-0.7	13	3	0.4
CCOC(=O)N1CCN(CC(=O)c2ccc(O)cc2O)CC1	1.2	6	4	0.0
CCCN(C(=O)Cn1ncc2c1-c1ccccc1OC2)c1ccccc1F	3.3	-7	1	-0.2
CC1=CC(C)(C)N=C(Nc2nc(C)c3cc(C)cc(C)c3n2)N1	0.1	-8	59*	0.0
CC(C#N)OC(=O)c1ccc(S(=O)(=O)NCc2ccco2)cc1 (centres undefined)	4.1	-15	2	0.0
Cc1ccccc1NC(=O)c1cccc(NC(=O)CCC(=O)OCC(=O)c2ccccc2)c1	-0.5	-5	-11	0.2
Cc1cc(C=C2C(=O)N(C)C(=O)N(C)C2=O)c(C)n1-c1cccc(F)c1	1.0	-6	2	0.0
O=C(O)Cn1c2ccccc2c(=O)c2cc([N+](=O)[O-])ccc21	-1.9	8	-4	0.0
O=C1CCCC2=C1C(c1cccc([N+](=O)[O-])c1)NC(=S)N2 (centres undefined)	0.0	-6	-23	0.2
Cc1ccc(C)c(NC(=O)CCN2CCC(C(N)=O)CC2)c1	0.4	-12	-3	-0.1
Cc1ccc(C(C)C)c(OCCCN2C(=O)NC(C)(C)C2=O)c1	-0.5	-7	6	0.1

Part of the list above in order of molar mass, smallest number first:
SMILES	GPR151 activ	MITF primary	TEAD-YAP inh	FBW7 activator
CC(NC(=O)COc1ccccc1)C(=O)O (centres undefined)	-0.2	-5	2	-0.1
CC(C)(C)C1=CC(c2ccccc2)(c2ccccc2)C(=O)N1	-0.8	6	-4	-0.1
O=C(O)Cn1c2ccccc2c(=O)c2cc([N+](=O)[O-])ccc21	-1.9	8	-4	0.0
Cc1ccc(C)c(NC(=O)CCN2CCC(C(N)=O)CC2)c1	0.4	-12	-3	-0.1
CCOC(=O)N1CCN(CC(=O)c2ccc(O)cc2O)CC1	1.2	6	4	0.0
CC1=CC(C)(C)N=C(Nc2nc(C)c3cc(C)cc(C)c3n2)N1	0.1	-8	59*	0.0
Cc1cc(C)n2c(SCc3ccc([N+](=O)[O-])cc3)nnc2n1	-0.7	13	3	0.4
O=C(CSc1c[nH]c2ccccc12)Nc1ccc(Cl)cc1	-0.9	7	-7	0.2
CC(C#N)OC(=O)c1ccc(S(=O)(=O)NCc2ccco2)cc1 (centres undefined)	4.1	-15	2	0.0
Cc1cc(C=C2C(=O)N(C)C(=O)N(C)C2=O)c(C)n1-c1cccc(F)c1	1.0	-6	2	0.0
CCCN(C(=O)Cn1ncc2c1-c1ccccc1OC2)c1ccccc1F	3.3	-7	1	-0.2
Cc1ccccc1NC(=O)c1cccc(NC(=O)CCC(=O)OCC(=O)c2ccccc2)c1	-0.5	-5	-11	0.2
COc1ccc(C2CC(c3ccc(Br)cc3)=NN2C(=O)CSc2nnc(CNC(=O)c3ccco3)n2C)cc1 (centres undefined)	4.0	0	8	0.0

Going on with the list:
SMILES	GPR151 activ	MITF primary	TEAD-YAP inh	FBW7 activator
Cc1c(NC(=O)/C=C/c2ccc(-c3ccccc3)o2)c(=O)n(-c2ccccc2)n1C	1.0	1	12	-0.1
CC(=O)Nc1ccc(NC(=O)CCCOc2ccccc2)cc1	1.4	2	-7	0.0
NC(=O)c1ccccc1NC(=O)COC(=O)c1cc(-c2cccs2)nc2ccccc12	1.2	14	3	0.6
COc1ccc(-c2noc(N3CCCC(C(=O)N(C)c4cc(C)ccc4OC)C3)n2)cc1 (centres undefined)	-0.6	1	2	0.1
COCCCNC(=O)CSc1ccc(C(=O)Nc2ccccc2OC)cc1[N+](=O)[O-]	2.0	13	0	0.0
CCNC(=S)N1CCn2cccc2C1c1ccc(OCC)cc1 (centres undefined)	2.3	-10	5	0.0
CC1CCCCC1NC(=O)CN1C(=O)N(C)N(C)c2ncccc21 (centres undefined)	-1.2	-3	7	-0.3
Cc1ccc(/C=C2/NC(=O)N(Cc3ccc(Br)cc3)C2=O)o1	-0.4	9	19	0.5
CC(=O)c1cc(C#N)c(SCC(=O)Nc2ncc(Br)cc2Br)nc1C	-0.1	2	6	0.0
CC(c1ccon1)N(C)C(=O)CC1(c2ccccc2)CC(=O)N(CCc2ccccn2)C1=O (centres undefined)	-0.7	-18	-1	-0.3
CC(=O)c1c(C)[nH]c(C(=O)CSc2nnc(Nc3ccccc3)s2)c1C	-0.2	1	3	-0.1
COc1ccc2c(c1)C=C(CN1CCc3c(nc(C)[nH]c3=O)C1)CO2	-1.2	-11	4	0.1
CC(C)(C)C(=O)N1CCCN(c2ccc(S(C)(=O)=O)cc2)CC1	-1.3	4	4	0.0
O=C(c1ccco1)N(Cc1cccs1)c1ccc(O)cc1	0.0	18	17	0.6
c1ccc(N2CN3CN2CN3c2ccccc2)cc1	0.2	8	6	-0.1
COc1cc(Nc2nc(N)c3ncn(C(C)C)c3n2)cc(OC)c1OC	0.2	16	-50	0.1
CCCOc1ccc(N2CC(C(=O)Nc3ccccc3C(C)C)CC2=O)cc1 (centres undefined)	-0.6	12	10	0.8
COc1ccc(C2CC(=O)NC(SCC(=O)Nc3ccc(Br)cc3)=C2C#N)cc1 (centres undefined)	0.0	7	11	0.2
Cc1ccc(C2Nc3ccc(C(=O)c4ccccc4)cc3NC3=C2C(=O)CCC3)cc1 (centres undefined)	-0.6	-2	41*	0.1
CC1CN(CCOCCOc2cccc(Oc3ccccc3)c2)CC(C)O1 (centres undefined)	-1.5	26	1	-0.2
Nc1nonc1-n1nnc(C(=O)N/N=C/c2ccco2)c1CN1CCc2ccccc21	11*	-5	-7	-0.1
Cn1ccnc1C(NC(=O)Cc1ccc(O)cc1)c1ccccc1 (centres undefined)	0.2	-1	-10	-0.1
CSc1ncc(CN2CCCC(CNC(=O)c3cc4ccccc4[nH]3)C2)cn1 (centres undefined)	0.8	-3	-4	-0.1
c1ccc(Oc2ccc(Nc3nc(Nc4ccncc4)nc4nc[nH]c34)cc2)cc1	-0.3	-3	7	0.1
CCN1CCc2c(sc(NC(=O)c3ccc(S(=O)(=O)N4CC5(C)CC4CC(C)(C)C5)cc3)c2C(=O)OC)C1 (centres undefined)	0.0	3	1	0.1
Cc1ccc(CC(=O)Nc2ncccn2)cc1	0.9	8	1	-0.1
CCCCCNc1nc2c(c(=O)n(C)c(=O)n2C)n1Cc1cccc(Cl)c1	0.1	0	13	-0.2
Cc1ccc(CN2CCN(Cc3cccn3-c3cccnc3)CC2CCO)o1 (centres undefined)	-1.5	-3	-5	-0.1
CC(C)c1ccc(NC(=O)C2C3C=CC4(O3)C2C(=O)N(Cc2ccc3c(c2)OCO3)C4C(=O)NC2CCCCC2C)cc1 (centres undefined)	-1.0	10	9	0.1
COc1cccc(CNC(=O)Cn2cc3c(n2)CCCCCC3)c1OC	-0.4	-14	2	-0.2
Cn1c(SCC(=O)C(C)(C)C)nnc1-c1ccc(F)cc1	2.3	7	-22	0.6
O=C(C(O)c1ccc(Cl)cc1)N1CCC(Nc2cccc3c(=O)[nH]cnc23)CC1 (centres undefined)	0.7	7	10	-0.1
CC(C)N1C(=O)S/C(=C/c2ccc3c(c2)OCCO3)C1=O	0.0	-1	-26	-0.1
Cc1nc([N+](=O)[O-])c(SCC#N)n1Cc1ccccc1	-0.5	-4	14	0.6
Cc1cccc(NC(=O)c2ccc(O)cc2)c1C	-1.3	-2	-15	0.0
CCOC(=O)C1CCCN(C(=O)c2ccc(SC)cc2OC)C1 (centres undefined)	-0.3	22	-8	0.6
COc1ccc(Nc2nc(NC(=O)Nc3ccc(Cl)cc3)n[nH]2)cc1	-1.2	5	-4	0.0
O=C(/C=C/c1ccco1)NCCCCCCNC(=O)/C=C/c1ccco1	0.5	55*	-28	0.3
CCCn1c(SCC(=O)NCc2ccccc2)nnc1-c1cccnc1	-0.8	13	9	0.4
COc1ccc(C2CC(=O)C3=C(C2)NC(C)=C(C(=O)OCc2ccccc2)C3c2ccc(OC)c(Br)c2)cc1 (centres undefined)	-0.6	-12	48*	0.6
Nc1ccc(C(=O)Nc2c(N)cc(N)cc2Br)cc1	4.1	0	3	-0.1
O=C(NCCC(c1ccccc1)c1ccccc1)C1CCCO1 (centres undefined)	-0.6	11	-7	0.2
COc1ccc(Nc2nnc(-c3ccc(C)c(S(=O)(=O)NCCO)c3)c3ccccc23)cc1C(N)=O	-0.9	1	-2	-0.2
CSc1ccc(C(=O)N2CCCCCC2)cc1[N+](=O)[O-]	0.2	5	-20	0.0
COc1ccc(C2CC(=O)C3=C(C2)Nc2ccccc2NC3c2ccc(O)c([N+](=O)[O-])c2)cc1OC (centres undefined)	1.5	3	-3	-0.2
COc1ccc(OC)c(C2=NS(=O)(=O)N(C)C(C(=O)Nc3ccc(F)cc3F)=C2)c1	2.1	-2	8	0.0
CCOC(=O)NC(=S)Nc1ccc(NC(=O)c2cc(Cl)ccc2O)c(Cl)c1	-1.6	0	-67	-0.1
CN(C)S(=O)(=O)NC1CC(=O)N(c2ccc(F)cc2)C1 (centres undefined)	-1.6	10	4	0.3
COC(=O)C1=C(C)N(CCC2=CCCCC2)C(=O)/C1=C\c1ccccc1[N+](=O)[O-]	-0.8	-4	-8	0.0
CCOC(=O)c1sc2ncn(CC(=O)N3CCN(c4ccccn4)CC3)c(=O)c2c1C	-1.2	-8	17	0.2

The list goes on:
SMILES	GPR151 activ	MITF primary	TEAD-YAP inh	FBW7 activator
C=CCNC(=O)c1c(C)nc2ccccn12	0.2	11	-4	0.1
COc1cc(C(=O)N2N=C(c3c(-c4ccccc4)c4cc(Br)ccc4[nH]c3=O)CC2c2ccco2)cc(OC)c1OC (centres undefined)	0.2	15	17	0.4
CN(C)c1ccc(/C=C/CN2CCCCCC2)cc1	4.9*	30	5	0.1
COc1ccc(-c2c(C)nn3c(NCCN4CCOCC4)c(C)c(C)nc23)cc1	-0.9	-5	0	-0.2
CC(=O)c1ccc(OCC(=O)Nc2ccc(S(=O)(=O)C(F)F)cc2)cc1	0.3	-4	-2	-0.1

Bioassay records as filed in PubChem BioAssay.
